Screening results as filed in PubChem BioAssay.
RXFP1 ag – qHTS Assay for Agonists of the Relaxin Receptor RXFP1; HEK293T-RXFP1 cAMP TR-FRET, 30 min; response scale: percent of porcine relaxin response, buffer zero; Potency, µM (top dose mostly 57.5 µM), for inactives: top-dose activation, most hits filed as activators; 0.3% of 370,000 active; note: % is set by controls: 0 for no effect and ±100 for the full control effect; nearly all actives have a fitted effect of over 60% in size; many of its hits are not listed in these tables
Target sequence (Q9HBX9 whole entry, looked up): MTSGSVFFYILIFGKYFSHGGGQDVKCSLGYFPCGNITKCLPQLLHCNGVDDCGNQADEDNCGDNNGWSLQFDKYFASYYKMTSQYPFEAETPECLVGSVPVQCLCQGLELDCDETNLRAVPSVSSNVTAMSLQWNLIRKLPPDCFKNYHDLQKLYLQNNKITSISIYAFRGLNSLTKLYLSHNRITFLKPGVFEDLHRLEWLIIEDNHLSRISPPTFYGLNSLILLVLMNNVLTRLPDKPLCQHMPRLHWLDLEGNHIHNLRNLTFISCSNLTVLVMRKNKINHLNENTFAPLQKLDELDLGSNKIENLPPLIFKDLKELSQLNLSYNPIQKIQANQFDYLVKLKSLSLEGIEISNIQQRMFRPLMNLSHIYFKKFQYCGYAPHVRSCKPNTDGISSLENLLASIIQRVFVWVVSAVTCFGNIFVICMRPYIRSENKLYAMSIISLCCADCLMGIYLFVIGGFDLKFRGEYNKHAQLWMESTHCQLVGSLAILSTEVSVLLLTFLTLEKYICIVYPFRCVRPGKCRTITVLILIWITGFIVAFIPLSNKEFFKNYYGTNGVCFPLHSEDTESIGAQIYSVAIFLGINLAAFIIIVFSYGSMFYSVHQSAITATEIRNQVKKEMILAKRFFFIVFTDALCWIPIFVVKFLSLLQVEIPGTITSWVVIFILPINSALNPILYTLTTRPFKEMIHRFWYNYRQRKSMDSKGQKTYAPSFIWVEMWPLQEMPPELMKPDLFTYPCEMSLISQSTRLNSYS
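cAMP rise read by TR-FRET after 30 min, 37C compound exposure (up to 58 uM) in RXFP1-transfected HEK293 cells with Ro 20174 present. EC50 from Hill-equation fits, with 29 nM porcine relaxin as 100% and buffer as basal.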
TrxR1 substrate – qHTS Assay for Substrates of Mammalian Selenoprotein Thioredoxin Reductase 1 (TrxR1): qHTS; Thioredoxin reductase 1, cytoplasmic (Rattus norvegicus), O89049; purified TrxR1 substrate turnover, NADPH consumption readout; Potency, µM (doses to about 114 µM), for the others: at the top dose activity change, negative = substrate turnover; 0.01% of 390,000 active; AID 588456, 2011; note: % is set by controls: 0 for no effect and ±100 for the full control effect; nearly all actives have a fitted effect of over 50% in size
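Rat TrxR1, dispensed at 90 nM, was prereduced with 400 uM NADPH (final) for 5 min at ~22 deg C, then incubated with compound 15 min before 400 uM selenite. A first-read NADPH fluorescence drop versus no-compound background flagged substrates.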
RGS4 inh – Inhibitors of Regulator of G Protein Signaling (RGS) 4: qHTS; Regulator of G-protein signaling 4 (Homo sapiens), P49798; Transcreener GDP fluorescence polarization, RGS4-accelerated GTP hydrolysis; Potency, µM (highest dose often 114 µM), for inactives: top-dose activity change, negative = inhibition, hits mostly inhibitors; 0.039% of 390,000 active; AID 504845, 2011; note: % is set by controls: 0 for no effect and ±100 for the full control effect; nearly all actives have a fitted effect of over 75% in size; some results filed as inactive show a strong effect at the top dose
Target sequence (P49798 whole entry, looked up): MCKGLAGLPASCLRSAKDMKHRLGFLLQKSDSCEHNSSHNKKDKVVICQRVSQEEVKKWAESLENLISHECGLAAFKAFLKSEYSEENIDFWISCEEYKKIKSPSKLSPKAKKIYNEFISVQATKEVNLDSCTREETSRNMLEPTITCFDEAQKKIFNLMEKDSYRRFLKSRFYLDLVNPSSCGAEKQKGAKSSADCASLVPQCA
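MLSMR compounds (23 nl, pin-transferred) preincubated 10 min at room temperature with a 500nM (2x) first reagent, then RGS4 at 900nM (2x) plus Transcreener GDP mix added; fluorescence polarization (620/688 nm) read before and after 90 min at 30 °C.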
TrxR1 inh – qHTS Assay for Inhibitors of Mammalian Selenoprotein Thioredoxin Reductase 1 (TrxR1): qHTS. 1% of 390,000 active. Potency, µM (top dose mostly 114 µM), for inactives: at the top dose activity change, negative = inhibition, most hits filed as inhibitors. Thioredoxin reductase 1, cytoplasmic (Rattus norvegicus), O89049. recombinant rTrxR1, NADPH fluorescence consumption, selenite substrate; note: % is set by controls: 0 for no effect and ±100 for the full control effect; nearly all actives have a fitted effect of over 65% in size
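Rat TrxR1 (90 nM in the dispensed reagent) was pre-reduced with 400 uM NADPH for 5 min at room temperature, then incubated with compound for 15 min. After 400 uM selenite was added, NADPH fluorescence (Ex 340/Em 450 nm) was followed for 8 min.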
Vif-A3G inh – qHTS for Inhibitors of Vif-A3G Interactions: qHTS; DNA dC->dU-editing enzyme APOBEC-3G (Homo sapiens), Q9HC16; HeLa A3G-eYFP + Vif (tagged APOBEC3G with the HIV-1 protein that degrades it), YFP fluorescence, overnight; Potency, µM (doses to about 46.1 µM), for inactives: at the highest dose activity, negative = active, most hits filed as inhibitors; 0.076% of 410,000 active; AID 602310, 2012;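 note: % is set by controls: 0 for no effect and ±100 for the full control effect; nearly all actives have a fitted effect of over 60% in size; hits raise eYFP signal because A3G escapes Vif-driven loss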
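Read-out is eYFP fluorescence (Ex 488/Em 500-530) from Vif-expressing HeLa A3G-eYFP cells; more signal means A3G escaped Vif-mediated degradation. Cells plated overnight, compound pinned in, incubated overnight at 37 deg C.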
USP1-UAF1 inh – Inhibitors of USP1/UAF1: Primary Screen; Ubiquitin carboxyl-terminal hydrolase 1 (Homo sapiens), O94782; recombinant USP1/UAF1, Ub-Rhodamine cleavage fluorescence; Potency, µM (titrated, usually from 57.1 µM), for the others: top-dose activity change, negative = inhibition, actives largely listed as inhibitors; 0.23% of 390,000 active; AID 743255, 2014; note: % is set by controls: 0 for no effect and ±100 for the full control effect; nearly all actives have a fitted effect of over 60% in size; inactives centre near -12
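High-throughput fluorogenic screen: 1nM USP1/UAF1 complex, Ub-Rho substrate 150nM final, 50mM HEPES pH 7.8 with 0.5mM EDTA, 0.1 mg/ml BSA, 1mM TCEP and 0.01% Tween-20.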
IDH1 R132H inh – qHTS for Inhibitors of mutant isocitrate dehydrogenase 1 (IDH1): qHTS | IDH1-R132H enzyme, NADPH consumption, diaphorase/resazurin fluorescence | Potency, µM (highest dose often 76.6 µM), for the others: top-dose activity change, negative = inhibition, actives largely listed as inhibitors | 0.093% of 390,000 active; note: % is set by controls: 0 for no effect and ±100 for the full control effect; nearly all actives have a fitted effect of over 65% in size
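IDH1-R132H (0.5 ug/mL) preincubated 30 min with compound, then NADPH (0.016 mM) and alpha-KG (2 mM) added; 80 min at RT, pH 7.5. Remaining NADPH coupled via diaphorase/resazurin to fluorescence (540/590 nm); concentration-response curves normalized to no-enzyme control.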
Vif-APOBEC3F blk – qHTS for Inhibitors of Vif-A3F Interactions: qHTS | HeLa A3F-eYFP + Vif (tagged APOBEC3F with the HIV-1 protein that degrades it), YFP fluorescence increase | Potency, µM (top dose mostly 46.1 µM), without a hit: at the highest dose activity, negative = active | 0.2% of 390,000 active; note: % of control where 0% means no effect; nearly all actives have a fitted effect of over 65% in size
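HeLa cells stably expressing Vif plus C-terminally eYFP-tagged A3F were seeded, incubated overnight at 37 deg C, dosed with compound, incubated overnight again at 37 deg C. Yellow fluorescence (Ex 488/Em 500-530) reported blocked Vif-mediated A3F-eYFP degradation.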
ALOX12 inh – Primary qHTS assay for inhibitors of human arachidonate 12S-lipoxygenase (ALOX12): Round 2; purified 12hLO, xylenol orange hydroperoxide absorbance; AID 1671190, 2021; Potency, µM (titrated, usually from 108 µM), without a hit: at the top dose activity change, negative = inhibition, most hits filed as inhibitors; 1.1% of 580,000 active; Polyunsaturated fatty acid lipoxygenase ALOX12 (Homo sapiens), P18054; note: % is set by controls: 0 for no effect and ±100 for the full control effect
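Hydroperoxide product was detected by ferrous iron/xylenol orange as the 573 to 405 nm absorbance ratio. Arachidonic acid at 40 uM (final) was turned over for 30 min at room temperature by 150 nM human 12hLO, pH 7.0 Hepes buffer, after 15 min compound preincubation.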
Numbers without * were called inactive; ? = inconclusive; . = no result given; [ ] = another dose, or the depositor's remark. Calls come from the whole dose curve; as a rule, active = well fitted curve in the direction sought with a large enough effect; inconclusive = small, poorly fitted or top-dose-only effect, or another doubt; inactive = no such curve, though single readings can be large; an effect the other way counts as inactive or inconclusive. Potency is the fitted concentration of half-maximal effect. An excerpt; rates above refer to the full screens.

Screens in order – RXFP1 ag	TrxR1 substrate	RGS4 inh	TrxR1 inh	Vif-A3G inh	USP1-UAF1 inh	IDH1 R132H inh	Vif-APOBEC3F blk	ALOX12 inh
#1 CCC(C)(O)C(=O)OC1C(=O)OC2CC3C(C)=CC(=O)C(O)C3(C)C3C4(O)OCC23C1C(C)C4O (stereo unspecified)
  .	16%[57.1 µM]	-15%	0%[11.4 µM]	-16%	4%	2%	4%	-9%
#2 CC(C)(C)c1ccc(OCC(=O)Nc2ccc(Cl)cc2C(=O)c2ccccc2)cc1
  -1.5%	-3%	28%	-4%	.	?	.	.	-11%
#3 CN(CC(=O)Nc1ccccc1-c1ccccc1)C1CCCCC1
  2.2%	7%[57.1 µM]	23%	17%[57.1 µM]	-1%	-17%	3%	-1%	?
#4 NCCCP(=O)(O)CCc1ccccc1
  2.4%	11%	-1%	19%	1%	-9%	5%	-8%	?
#5 CCCCCc1cc(O)c2c3c(c(=O)oc2c1)CN(C)CC3
  0.9%	1%	-2%	23%	0%	-21%	2%	-2%	-14%
#6 COc1ccc(C(=O)C2CCCN(C3CSCCSC3)C2)cc1OC (stereo unspecified)
  2.6%	6%[57.1 µM]	-28%	16%[57.1 µM]	0%	-12%	2%	7%	39%[activator]
#7 Cc1ccsc1C(=O)C1CCCN(Cc2cnc(N)nc2)C1 (stereo unspecified)
  -0.5%	8%	13%	30%	0%	-10%	-3%	16%	0%
#8 Cc1ccc(OC(=O)N(C)C[C@@H]2OCc3cnnn3CCCC(=O)N([C@H](C)CO)C[C@@H]2C)cc1
  .	.	.	.	2%	-17%	16%	-10%	16%
#9 O=C1NC(=O)N(CCNc2ncc(C(F)(F)F)cc2Cl)C(=O)C1Cc1ccc(Cl)cc1 (stereo unspecified)
  2.1%	-20%[57.1 µM]	?	12%[57.1 µM]	-2%	?	5%	11%	-4%
#10 CCOc1ccc(N2C(=O)NC(=O)/C(=C\c3cc(OC)c(OC)cc3[N+](=O)[O-])C2=O)cc1
  3.2%	9%[57.1 µM]	?	11µM*	-11%	?	-2%	0%	.
#11 CCCCCc1nc2ccccc2c(=O)n1-c1ccccc1[N+](=O)[O-]
  0.6%	-6%	2%	16%	-4%	-21%	15%	3%	-12%
#12 COc1ccccc1CN1CCN(C(=O)Cc2ccccc2)CC1
  0.7%	4%[57.1 µM]	38%	10%[57.1 µM]	0%	-12%	2%	-1%	?
#13 C[C@H](CO)N1C[C@H](C)[C@@H](CN(C)C(=O)Oc2ccc3ccccc3c2)OCc2cn(nn2)CCCC1=O
  .	.	.	.	-2%	-12%	-2%	0%	-4%
#14 COc1cc(C(=O)N2C[C@H]3C[C@@H](C2)c2cccc(=O)n2C3)cc(OC)c1OC
  -0.3%	-2%	-8%	-3%	-2%	25%	-6%	-4%	4%
#15 COc1ccc(CN2Cc3cnnn3-c3ccccc3C2C#N)cc1 (stereo unspecified)
  .	3%	?	-17%	?	-26%	0%[38.3 µM]	7%	?
#16 CC1CC(C)CN(C(=O)COC(=O)c2cn(C)c3ccccc23)C1 (stereo unspecified)
  0.2%	-6%	-47%	-17%	2%	-21%	8%	6%	4%
#17 COc1cc(OC)cc(C2(C#N)CCN(C)CC2)c1
  0.3%	3%	-16%	30%	3%	-26%	-6%	-8%	0%
#18 CC1CN=C(NC(C)c2ccccc2)S1 (stereo unspecified)
  1.1%	0%	-6%	18%	0%	-17%	2%	-6%	-13%
#19 CS(=O)(=O)c1ccc(C2=C(CNC(=O)c3ccc([N+](=O)[O-])cc3)[C@H]3CC[C@@H](C2)N3CCOc2ccccc2)cc1
  .	.	.	.	-1%	-2%	3%	-2%	?
#20 CC(C)c1ccccc1NC1=NCCCS1
  -1.0%	8%	11%	30%	9%	-23%	5%	-11%	0%

Reprinted at random: three compounds from above.
Screens in order – RXFP1 ag	TrxR1 substrate	RGS4 inh	TrxR1 inh	Vif-A3G inh	USP1-UAF1 inh	IDH1 R132H inh	Vif-APOBEC3F blk	ALOX12 inh
#20 CC(C)c1ccccc1NC1=NCCCS1
  -1.0%	8%	11%	30%	9%	-23%	5%	-11%	0%
#8 Cc1ccc(OC(=O)N(C)C[C@@H]2OCc3cnnn3CCCC(=O)N([C@H](C)CO)C[C@@H]2C)cc1
  .	.	.	.	2%	-17%	16%	-10%	16%
#15 COc1ccc(CN2Cc3cnnn3-c3ccccc3C2C#N)cc1 (stereo unspecified)
  .	3%	?	-17%	?	-26%	0%[38.3 µM]	7%	?

Additional entries follow.
Screens in order – RXFP1 ag	TrxR1 substrate	RGS4 inh	TrxR1 inh	Vif-A3G inh	USP1-UAF1 inh	IDH1 R132H inh	Vif-APOBEC3F blk	ALOX12 inh
#21 CCCCCCC(=O)c1c(O)n(-c2ccc(OC)cc2)c(=O)[nH]c1=O (tested in a mixture with another compound)
  0.4%	-8%	-7%	2%	2%	-17%	3%	3%	22%
#22 COc1ccccc1N=Cc1c(O)n(C)c(=O)n(C)c1=O
  ?	-5%	4%	-8%	2%	-16%	0%	-3%	-11%
#23 COC(=O)C1=C(c2ccc3ccccc3c2)C[C@@H]2CC[C@H]1N2C(=O)NC1CCCCC1
  0.9%	7%[57.1 µM]	-22%	14%[57.1 µM]	2%	-29%	-4%	7%	.
#24 COc1ccc(NC(=O)c2cn(CCC#N)nc2-c2ccc([N+](=O)[O-])cc2)cc1
  1.4%	3%[57.1 µM]	5%	13%[57.1 µM]	-2%	-11%	-6%	-22%	-3%
#25 O=C(N/N=C1/CN2CCC1CC2)c1cccc(O)c1
  1.3%	-13%	14%	-25%	2%	-2%	5%	3%	?
#26 Cc1cccc(NC(=S)NC2CC3CCC(C2)N3Cc2ccco2)c1C (stereo unspecified)
  -0.3%	16%	-12%	?	0%	-20%	5%	0%	1%
#27 Cc1ccc2[nH]c3c(c2c1)CN(C(=O)CN1C[C@H]2C[C@@H](C1)c1cccc(=O)n1C2)CC3
  -1.9%	6%	-27%	?	-10%	-29%	-1%	-14%	-12%
#28 COc1ccc(-c2nc3ccccc3c(=O)n2-c2ccc(OC)cc2)cc1
  -0.4%	-2%	-13%	22%	0%	-14%	4%	5%	-10%
#29 C=CCn1c(O)c(C(CC)=Nc2cc(OC)ccc2OC)c(=O)[nH]c1=O
  1.1%	-1%	-40%	3%	1%	-9%	0%	3%	-27%
#30 O=C(Nc1ccc(F)cc1)Oc1ccc[nH]c1=O
  0.7%	2%[2.29 µM]	-4%	4%[2.29 µM]	0%	?	11%	-8%	?
#31 O=C1Nc2ccccc2C(c2ccccc2)=NC1O (stereo unspecified)
  1.8%	5%	-25%	7%	1%	-16%	7%	-28%	16%
#32 Cc1ccc(C(=O)Nc2ccc(S(=O)(=O)N3CCC(c4nc5ccccc5s4)CC3)cc2)cc1
  -2.5%	-4%	4%	2%	1%	?	-7%	-5%	-14%
#33 O=c1[nH]c(O)c(C=Nc2cccc(F)c2)c(=O)[nH]1
  0.0%	6%[2.29 µM]	0%	18%[2.29 µM]	4%	-21%	-2%	4%	-15%
#34 Cc1cc(/C=C2\C(=O)NC(=O)N(Cc3ccccc3)C2=O)c(C)n1C1CC1
  2.6%	5%[57.1 µM]	-19%	13%[57.1 µM]	4%	12%	9%	3%	?
#35 CN1CCN(c2ccccc2N)CC1
  -1.1%	0%	1%	0%	2%	-18%	5%	-4%	0%[57.4 µM]
#36 CN(C)CCN(CC1CCCN(Cc2ccccc2F)C1)C(=O)Cc1ccccc1F (stereo unspecified)
  0.6%	8%[2.29 µM]	13%	13%	-1%	2%	1%	-16%	-27%
#37 CC1(C)COC(Nc2ccc(Cl)cc2)=N1
  -0.1%	1%	-7%	9%	-9%	8%	-1%	-8%	0%
#38 O=C(O)C(O)(c1ccc(Cl)cc1)C1(O)CCCC1 (stereo unspecified)
  .	.	.	.	1%	3%	-8%	3%	-25%
#39 CCn1c(O)c(C=Nc2ccc(S(N)(=O)=O)cc2)c(=O)n(CC)c1=S
  19%	-3%	-48%	-36%	?	-22%	2%	-6%	-21%
#40 CC1=CC2OC3CC4OC(=O)C=CC=CC(=O)OCCC(C)C(O)C(=O)OCC2(CC1)C4(C)C31CO1 (stereo unspecified)
  .	11%[57.1 µM]	17%	9%[11.4 µM]	-18%	-20%	-1%	-10%	14%
